KB-3-1 cytotox = KB-3-1 parental cell cytotoxicity; KB-3-1 viability, CellTiter-Glo ATP luminescence, 72 h; Potency, µM (top dose mostly 46.1 µM), for inactives: at the top dose activity change, negative = cytotoxic, hits mostly cytotoxic; 400,000 tested, 1.4% active; note: potency is the fitted concentration of half-maximal effect; % is set by controls: 0 for no effect and ±100 for the full control effect; nearly all actives have a fitted effect of over 60% in size
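Cytotoxicity in the drug-sensitive parental line KB-3-1 was scored as loss of CellTiter-Glo luminescence following 72 h incubation with compound. Values come from curve fitting of normalized concentration-response data.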
HEK293 tox = cytotoxicity in counter-screen for GLP-1R inverse agonists | 410,000 tested, 0.13% active | AID 624418 | HEK293 cAMP-luciferase reporter cells, luminescence, 24 h | Potency, µM (series often up to 38.3 µM), for inactives: top-dose activity change, negative = inhibition, actives largely listed as inhibitors;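 note: loss of luciferase light is scored as toxicity; potency is the fitted concentration of half-maximal effect; % is set by controls: 0 for no effect and ±100 for the full control effect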
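Cells in DMEM/10% Nu serum/1% pen-strep, 1536-well format. Pre-incubated 12 h, dosed with 23 nL compound, incubated a further 24 h. Luciferase detection, 12 min at room temp, luminescence.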
D3 ag = agonists of human D3 dopamine receptor; AID 652048; 410,000 tested, 0.58% active; D3R DiscoveRx beta-arrestin cells, luminescence, 90 min; P35462; max activation, %; in the data active = max activation above about 30%; note: 0% is about no effect; mostly tested at two doses, the higher about 12 µM
Target sequence (P35462 whole entry, looked up): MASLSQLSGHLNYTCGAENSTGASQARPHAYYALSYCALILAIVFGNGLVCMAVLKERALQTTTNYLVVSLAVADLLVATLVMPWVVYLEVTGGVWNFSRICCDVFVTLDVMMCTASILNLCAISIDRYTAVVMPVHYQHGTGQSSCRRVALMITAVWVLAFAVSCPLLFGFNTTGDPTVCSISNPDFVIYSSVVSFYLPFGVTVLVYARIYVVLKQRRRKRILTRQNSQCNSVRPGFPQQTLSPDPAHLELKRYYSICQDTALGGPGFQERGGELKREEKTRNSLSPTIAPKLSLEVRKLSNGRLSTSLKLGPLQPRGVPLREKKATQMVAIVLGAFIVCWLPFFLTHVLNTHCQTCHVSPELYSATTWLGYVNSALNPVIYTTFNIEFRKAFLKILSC
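Agonist mode: compounds and dopamine controls were applied to plated cells for 90 min at 37 degrees C after an overnight attachment at 1500 cells/well. Luminescent read-out followed 30 - 60 minutes at room temperature with DiscoveRx detection reagent.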
HT1080NT lethal = kills 2HG-producing HT-1080-NT fibrosarcoma cells; HT-1080-NT fibrosarcoma viability, CellTiter-Glo ATP luminescence, 48 h; Potency, µM (titrated, usually from 46.1 µM), for inactives: top-dose activity, negative = less viability, usual class: cytotoxic; 360,000 tested, 1.6% active;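 note: NT is the 2HG producing partner of a matched IDH1 knockdown line; potency is the fitted concentration of half-maximal effect; 0% = DMSO-treated cells and -100% = media-only wells without cells; nearly all actives have a fitted effect of over 55% in size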
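Fibrosarcoma NT cells, 750 per well in 5% FBS RPMI, were exposed to compound for 48 hours. Viability: CellTiter-Glo luminescence.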
IL-1B inflam inh = inhibitors of inflammasome signaling (IL-1 beta secretion); activity change, % at 57.5 µM; THP-1 LPS/ATP IL-1B secretion, AlphaLISA, 16 h; stronger effect = lower value; AID 743279; 360,000 tested, 4.7% active; in the data active = activity change below about -50%; inconclusive = mostly about -30% to -49%; note: % is set by controls: 0 for no effect and ±100 for the full control effect
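THP-1 cells pretreated 1 hr with compounds (up to 57.5 uM final), then stimulated with LPS (250 ng/mL final) plus ATP (1.25 mM final); secreted IL-1B measured by AlphaLISA after 16 hr, decreased signal indicating inhibition.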
KB-V1 cytotox = KB-V1 MDR subline cytotoxicity; KB-V1 MDR cells viability, CellTiter-Glo, 72 h; Potency, µM (top dose mostly 46.1 µM), for the others: top-dose activity change, negative = cytotoxicity, hits mostly cytotoxic; 400,000 tested, 3.4% active; AID 1347076; note: potency is the fitted concentration of half-maximal effect; % is set by controls: 0 for no effect and ±100 for the full control effect; nearly all actives have a fitted effect of over 60% in size
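Drug-selected KB-V1 cells, grown in DMEM lacking phenol red with 10% FBS, receive compound titrations; after three days at 37 degrees C, surviving cell ATP is quantified by CellTiter-Glo luminescence and responses normalized and curve-fitted.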
MCF10A rerep = induces DNA re-replication in MCF 10a normal breast cells; MCF 10A DNA re-replication, Hoechst nuclear intensity, 48 h; Potency, µM (doses to about 46.1 µM), without a hit: at the top dose activity, positive = re-replication, hits mostly activators; 350,000 tested, 2.9% active; note: potency is the fitted concentration of half-maximal effect; % of control where 0% means no effect; nearly all actives have a fitted effect of over 50% in size
SW480 rerep = inducers of DNA re-replication in SW480 colon cancer cells. SW480 DNA re-replication, Hoechst DNA content imaging, 48 h. Potency, µM (doses to about 46.1 µM), for the others: top-dose re-replication activation, usual class: activators. 340,000 tested, 1.8% active. AID 624297; note: potency is the fitted concentration of half-maximal effect; % of control where 0% means no effect; nearly all actives have a fitted effect of over 55% in size
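Per well, 250 cells were exposed to pinned compound for 48 hr. Nuclear DNA was visualised with Hoechst (40 min, 37 C) and total object intensity recorded by fluorescence scanning.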
HT1080 IDH1KD tx = HT-1080 IDH1 knockdown cell toxicity (counter line); 360,000 tested, 2% active; Potency, µM (series often up to 46.1 µM), for inactives: at the top dose activity, negative = toxicity, most hits filed as cytotoxic; HT-1080 IDH1 knockdown viability, ATP luminescence, 48 h;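 note: potency is the fitted concentration of half-maximal effect; 0% = DMSO wells and -100% = cell-free medium wells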
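Viability of IDH1-knockdown HT-1080 fibrosarcoma cells was assessed by CellTiter-Glo after 48 h at 37 °C with titrated compound; concentration-effect curves were classified by fit quality and response size.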
Starred values were filed as active, the others as inactive; i = inactive; u = inconclusive; x = no result given; [ ] = remark or other dose. Unless noted, calls come from the whole dose curve; as a rule, active = well fitted curve in the direction sought with a large enough effect; inconclusive = small, poorly fitted or top-dose-only effect, or another doubt; inactive = no such curve, though single readings can be large; an effect the other way counts as inactive or inconclusive.

Structure	KB-3-1 cytotox	HEK293 tox	D3 ag	HT1080NT lethal	IL-1B inflam inh	KB-V1 cytotox	MCF10A rerep	SW480 rerep	HT1080 IDH1KD tx
CCCc1cc(=O)[nH]c(SCC(=O)Nc2cc(S(=O)(=O)N3CCOCC3)ccc2Cl)n1	-4%	14%	3	u	-9	4%	u	18%	u
CC1CCC(NC(=O)C2CCN(S(=O)(=O)c3ccc4nc5c(c(C(=O)O)c4c3)CC(C)CC5)CC2)CC1 (configuration not stated)	0%	-5%	3	4%	12	3%	4%	-49%[inhibitor]	2%
Fc1ccc(Oc2nccc(-c3ccc(Cl)cc3)n2)cc1	13%	-4%	-8	u	-2	u	1%	-4%	20%
Cc1ccc(C)c(NC(=O)CN(C)C(=O)CSC(C)C(=O)Nc2cc(C)on2)c1 (configuration not stated)	3%	9%	-8	-7%	i	-13%	5%	u	-5%
CC(C)C[C@H](NC(=O)[C@H](Cc1ccccc1)n1c(=O)[nH]c2ccccc2c1=O)C(=O)N1CCC[C@@H]1C(=O)O	-2%	-1%	-8	-2%	-3	7%	-1%	7%	0%
Cc1ccc(C2(C)NC(=O)N(CC(=O)Nc3ccccc3C(=O)N3CCCCC3)C2=O)cc1 (configuration not stated)	-5%	17%	-19	-7%	-13	1%	1%	u	0%
Cc1ccc(CNC(=O)c2cn(C)c3ccc(S(=O)(=O)N4CCC(C)CC4)cc3c2=O)cc1	-7%	0%	-17	x	x	-4%	x	x	x
Cc1c(C(=O)N(Cc2cccc(Br)c2)C2CCS(=O)(=O)C2)oc2ccccc12 (configuration not stated)	-3%	-1%	-4	-23%	-14	-4%	17%	-8%	u
CCCCN(CCCC)C(=O)C1(P(=O)(c2ccccc2)c2ccccc2)CCC1	-1%	2%	8	-5%	u	u	u	18%	-16%
CC(Oc1cccc(Cl)c1)C(=O)N(C)CC(=O)Nc1ccc(N2CCOCC2)cc1 (configuration not stated)	-26%	20%	6	-16%	16	-19%	16%	-3%	-17%

Next part
Structure	KB-3-1 cytotox	HEK293 tox	D3 ag	HT1080NT lethal	IL-1B inflam inh	KB-V1 cytotox	MCF10A rerep	SW480 rerep	HT1080 IDH1KD tx
O=c1c2ccccc2oc2nc(-c3ccco3)n(Cc3ccccc3)c(=O)c12	-3%	24%	-2	5%	11	0%	-4%	-9%	-1%
COc1ccc(CCNc2ccc(C(CC(N)=O)NC(=O)c3ccc(Br)cc3)cc2[N+](=O)[O-])cc1 (configuration not stated)	0%	2%	-24	u	-16	0%	u	u	2%
COc1ccc(C(=O)N2CCN(c3nc4cc(C)cc(C)c4cc3C#N)CC2)cc1	-2%	1%	2	-5%	-26	2%	x	x	-3%
O=C(Nc1cc(-c2nc3cc(Cl)ccc3o2)ccc1Cl)c1cc([N+](=O)[O-])ccc1N1CCOCC1	6%	-1%	1	x	x	8%	x	x	x
Cc1ccc(CSc2nc(-c3cccs3)ccc2C#N)cc1	-3%	-6%	5	x	x	2%	x	x	x
COc1ccc(-c2noc(CN3CCCCC3)n2)cc1OC	9%	1%	-18	8%	8	-21%	-4%	2%	7%
Cc1cc(O)ccc1NC(=O)CCN1C(=O)c2ccc([N+](=O)[O-])cc2C1=O	29%	-3%	-2	9%	0	3%	1%	-2%	7%
CCNC(=O)N1CCC(c2nc3ccccc3s2)CC1	-6%	4%	-22	u	-2	0%	u	u	0%
Cc1ccc2nc(N3CC(=O)Nc4ccccc43)nc(-c3ccccc3)c2c1	-4%	3%	0	18µM*	30	u	3.3µM*	18µM*	16µM*
CCc1ccccc1NS(=O)(=O)c1ccc2[nH]cc(C(=O)N3CCCCC3)c(=O)c2c1	2%	-9%	-14	x	x	25%	x	x	x

Quoted at random: four compounds from above
Structure	KB-3-1 cytotox	HEK293 tox	D3 ag	HT1080NT lethal	IL-1B inflam inh	KB-V1 cytotox	MCF10A rerep	SW480 rerep	HT1080 IDH1KD tx
CCNC(=O)N1CCC(c2nc3ccccc3s2)CC1	-6%	4%	-22	u	-2	0%	u	u	0%
COc1ccc(C(=O)N2CCN(c3nc4cc(C)cc(C)c4cc3C#N)CC2)cc1	-2%	1%	2	-5%	-26	2%	x	x	-3%
O=c1c2ccccc2oc2nc(-c3ccco3)n(Cc3ccccc3)c(=O)c12	-3%	24%	-2	5%	11	0%	-4%	-9%	-1%
Cc1cc(O)ccc1NC(=O)CCN1C(=O)c2ccc([N+](=O)[O-])cc2C1=O	29%	-3%	-2	9%	0	3%	1%	-2%	7%

Next part.
Structure	KB-3-1 cytotox	HEK293 tox	D3 ag	HT1080NT lethal	IL-1B inflam inh	KB-V1 cytotox	MCF10A rerep	SW480 rerep	HT1080 IDH1KD tx
Cc1ccc(C(OCC(O)CNCc2ccc(F)cc2)c2ccccc2)cc1 (configuration not stated)	u	u	-10	-23%	-98*	-20%	2.6µM*	5.2µM*	-15%
S=c1[nH]cnc2sc(-c3ccccc3)cc12	u	5.6µM*	2	13%	-1	u	7%	-3%	-3%
CCOc1cc2[nH]c(=O)n(CCCC(=O)NCc3ccco3)c(=O)c2cc1OCC	4%	-7%	2	11%	15	-1%	-4%	-10%	8%
O=C(Cn1c2c(c(=O)n3ncnc13)CCC2)N/N=C/c1ccc(Cl)cc1	3%	-11%	4	5%	33	17%	1%	3%	2%
OCC[C@H]1C[C@H](O)[C@@H](O)[C@]2(Cc3ccccc3O2)O1	21%	9%	2	u	-4	8%	-1%	-3%	11%
COc1cc(S(=O)(=O)N2CCOCC2)ccc1NC(=O)CN1c2cccc3cccc(c23)S1(=O)=O	12%	-6%	4	0%	25	u	-2%	-6%	0%
Cc1noc(C)c1NC(=O)Nc1cccc2c1O[C@@H](CN(C)C)[C@@H](C)CN([C@H](C)CO)C2=O	9%	2%	7	12%	27	3%	17%	2%[9.22 µM]	10%
C=CCN(CC=C)Cc1c(O)ccc2c(=O)c(-c3ccccc3)coc12	10%	-5%	-8	u	11	0%	21µM*	u	u
Cc1cccnc1NC(=O)CCNS(=O)(=O)c1ccc2c(c1)c(=O)n(C)c(=O)n2C	19%	2%	-11	0%	9	u	-8%	1%	0%
CCCn1nnnc1NCc1c(Cl)cccc1Cl	2%	-7%	2	13%	19	17%	10%	u	4%

The list goes on.
Structure	KB-3-1 cytotox	HEK293 tox	D3 ag	HT1080NT lethal	IL-1B inflam inh	KB-V1 cytotox	MCF10A rerep	SW480 rerep	HT1080 IDH1KD tx
CN(c1ccc(C(=O)N2CCOCC2)cc1)S(=O)(=O)c1ccc(Cl)cc1	x	9%	25	2%	-1	x	3%	9%	6%
COC(=O)c1nn(-c2ccccc2)c(Sc2ccc(C)cc2)c1/C=N/O	-16%	-1%	3	-1%	12	-4%	-5%	-2%	-16%
Cc1ccc(S(=O)(=O)N(C)c2ccc(OCC(=O)Nc3ccc(S(C)(=O)=O)cc3)cc2)cc1	-3%	6%	-1	-1%	-5	u	24%	-4%	-1%
CC(C)Cc1c(O)nc(SCC(=O)N2CCCCCC2)[nH]c1=O	7%	2%	5	18%	-16	u	-17%	-12%	13%
Nc1ccc(Nc2ccccc2)c(S(=O)(=O)O)c1	3%	-3%	-4	10%	-12	-1%	-8%	-16%	16%
CCCNC(=O)c1ccc(N2CCC3(CC2)CC(c2cccc(Br)c2)=NO3)c([N+](=O)[O-])c1	-23%	0%	0	-13%	u	-5%	-3%	-10%	-14%
COc1ccc2c(c1)c1nnc(SCC(=O)N3C(C)CCCC3C)nc1n2C (configuration not stated)	-17%	11%	1	-4%	-14	0%	u	8%	-11%
COc1cccc(-c2cccc3c2NC(=O)C3(C)Cc2cccc(F)c2)c1 (configuration not stated)	u	4%	-11	u	13	u	x	x	u
CC(=O)Oc1ccc(C(=O)Nc2ccc(S(=O)(=O)N3CCOCC3)cc2)cc1	-4%	21%	-5	0%	-14	u	u	-3%	-6%
CN(Cc1ccon1)C(=O)C1CCC(=O)N(Cc2ccc(Cl)cc2)C1 (configuration not stated)	x	24%	-5	-9%	5	x	-1%	2%	6%

Next part:
Structure	KB-3-1 cytotox	HEK293 tox	D3 ag	HT1080NT lethal	IL-1B inflam inh	KB-V1 cytotox	MCF10A rerep	SW480 rerep	HT1080 IDH1KD tx
COc1ccc(N2CCN(C(=O)CN3CCSc4ccccc43)CC2)cc1	-16%	0%	1	x	x	u	x	x	x
O=C(Nc1ccn(CCCN(CCCn2ccc(NC(=O)OCc3ccccc3)nc2=O)CCc2cc3ccccc3[nH]2)c(=O)n1)OCc1ccccc1	0%	-20%	-41	u	82	0%	u	2%	18µM*
CCn1cnc2c1c(=O)n(CC(=O)Nc1ccc(C(N)=O)cc1)c(=O)n2Cc1ccccc1	3%	7%	-6	9%	0	13%	-2%	u	7%
COc1cc(C(=O)N2CCC(NC(=O)C(Cc3ccc(C)cc3)NC(C)=O)CC2)cc(OC)c1OC (configuration not stated)	-13%	0%	3	-8%	-6	1%	8%	2%	-6%
CCOc1ccc(-n2c(C)c(C(C)=O)c3cc(O)ccc32)cc1	1%	3%	2	-14%	-8	u	3%	-16%	0%
Cc1ccc(C(=O)NCCCNC(=O)COc2ccccc2Cl)cn1	25%	-5%	2	14%	25	0%	-7%	-6%	9%
COC(=O)c1c(-c2ccccc2Cl)noc1/C=C/N(C)C	7%	4%	-2	u	u	-30%	u	-5%	-10%
Cc1cc(C)cc(C(=O)NCC(=O)NCc2ccc(S(N)(=O)=O)cc2)c1	13%	6%	16	14%	36	28%	-2%	-4%	7%
CC(=O)Nc1ccc2nc(NC(=O)COc3ccc([N+](=O)[O-])cc3)sc2c1	-1%	8%	-2	4%	3	-2%	6%	-10%	13%
Cc1ccc(OCc2cc(C(=O)N(C)C3CCCc4ccccc43)no2)cc1C (configuration not stated)	0%	5%	2	u	-3	u	x	x	u
O=C(c1ccc2c(c1)CCN2S(=O)(=O)c1ccc(Cl)cc1)N1CCN(c2ccccc2)CC1	1%	-1%	5	x	x	-5%	x	x	x
Cc1c(Br)c([N+](=O)[O-])nn1CCCC(=O)NC(C)c1ccccc1 (configuration not stated)	3%	-9%	-2	2%	-22	u	-5%	-29%	8%
O=C(c1cc(Cl)cc(Cl)c1)N1CCOCC1	1%	6%	10	14%	7	-27%	2%	1%	-5%
